AID2073 = inhibitors of Mint1-CaV2.2 protein interaction, biochemical, HTRF (AID 2073); hit rate 0.19% among 290,000; one-dose inhibition, % at 20 µM; IC50 in µM for titrated hits; HTRF protein-protein interaction, Mint1-CaV2.2; higher % means a stronger effect; in the data active means inhibition mostly above about 51%, no sharp cut-off; inconclusive means no clear call, values can overlap the other calls; inactive means mostly below about 53%; further: some results filed as inactive read as strong as hits
Large T inhibition = SV40 large T antigen inhibitors, biochemical (AID 1903); SV40 large T antigen ATPase/helicase inhibition assay; higher % means a stronger effect; inhibition, % at 20 µM; hits with a dose series show IC50 in µM; hit rate 0.39% among 310,000; in the data active means a potency from the dose series; inconclusive means inhibition mostly from about 32% at the one dose, without a potency; inactive means the rest, 99 in 100 with inhibition below about 32%; further: strong numbers were not always called active
RSV antiviral HEp-2 = RSV antiviral activity via CPE protection, HEp-2 cells, primary 10 µM value included (AID 2391). hit rate 0.13% among 310,000. HEp-2 cells, RSV-induced CPE inhibition; higher % means a stronger effect. one-dose CPE inhibition, % at 10 µM; IC50 in µM for titrated hits; in the data active means a potency from the dose series; inconclusive means CPE inhibition mostly from about 23% at the one dose, without a potency; inactive means the rest, 99 in 100 with CPE inhibition below about 21%; further: strong numbers were not always called active
MgcRacGAP inhibition = MgcRacGAP GTPase-activating activity inhibitors, confirmation, biochemical, ADP Hunter fluorescence | MgcRacGAP-stimulated Rac1 GTP hydrolysis, ADP Hunter fluorescence; higher % means a stronger effect; GST-tagged Rac1 F28L mutant substrate | inhibition, % at 30 µM; hits with a dose series show IC50 in µM | hit rate 0.6% among 340,000 | AID 624330;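 active means first-screen hits whose inhibition reached a set limit at any dose in the follow-up dose series; inconclusive means inhibition above the set first-screen limit but never retested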;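 further: fluorescence reports GDP produced by GAP-driven GTP hydrolysis; strong numbers were not always called active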
SIAH1 antagonists = Siah-1 peptide-binding antagonists, primary screen, biochemical, fluorescence polarization, rhodamine-plectin, uHTS (AID 1817); Siah-1 / rhodamine-plectin peptide fluorescence polarization; higher % means a stronger effect; displacement, % at 20 µM, or IC50 in µM where a hit was titrated; hit rate 0.02% among 290,000;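 active means displacement of at least 50% at 20 µM, with a fluorescence ratio check between 0.3 and a set limit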;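 further: plate controls were Siah plus tracer with DMSO for no effect and tracer alone without Siah for full effect; strong numbers were not always called active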
Dengue-2 NS5 capping = flavivirus cap methylation enzyme inhibition – biochemical, confirmation dose response, primary screen (AID 588689); Dengue-2 NS5 methyltransferase capping enzyme assay, biochemical; higher % means a stronger effect; inhibition, % at 25 µM, or IC50 in µM where a hit was titrated; hit rate 0.3% among 340,000; in the data active means a potency from the dose series; inconclusive means inhibition above about 29% without an active follow-up result
West Nile antiviral = inhibition of WNV-induced cytopathic effect – cell-based, CPE readout (AID 1621); West Nile virus-infected cells, CPE inhibition; higher % means a stronger effect; CPE inhibition, % at 10 µM; hits with a dose series show IC50 in µM; hit rate 0.02% among 290,000; in the data active means a potency from the dose series; inconclusive means CPE inhibition mostly from about 3.7% at the one dose, without a potency; inactive means the rest, 99 in 100 with CPE inhibition below about 2.2%; further: strong numbers were not always called active
K1F lysis inhibition = protection from phage-mediated lysis, alamar blue read-out – E. coli UTI89, K1F phage, bacterial capsule biogenesis inhibitors (AID 488966) | E. coli UTI89 K1F phage lysis, alamar blue, 2 h; higher % means a stronger effect | inhibition, % at 100 µM; hits with a dose series show IC50 in µM | hit rate 0.02% among 340,000;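 active means phage lysis inhibition, versus mean bacterial control, above a set limit; inconclusive means no clear call, values can overlap the other calls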;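 further: capsule biogenesis inhibitors block K1F phage lysis so surviving cells raise fluorescence; higher fluorescence means more inhibition of phage lysis; actives were called in the ten point dose series up to 300 µM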
NTR1 agonist = agonists of NTR1, primary screen, imaging, U2OS cells, beta-arrestin-GFP, high content (AID 493036) | P30989 | NTR1-U2OS beta-arrestin-GFP spot imaging, agonist mode | activation, % at 20 µM | hit rate 0.17% among 330,000;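 active means activation at or above 40% of the spot to cytoplasm intensity ratio, with at least 20 cells analyzed; inconclusive means wells under 20 cells, flagged as cytotoxic or low count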;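 further: 0% = DMSO without peptide and 100% = 100 nM NTR1 peptide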
Target sequence (P30989 whole entry, looked up): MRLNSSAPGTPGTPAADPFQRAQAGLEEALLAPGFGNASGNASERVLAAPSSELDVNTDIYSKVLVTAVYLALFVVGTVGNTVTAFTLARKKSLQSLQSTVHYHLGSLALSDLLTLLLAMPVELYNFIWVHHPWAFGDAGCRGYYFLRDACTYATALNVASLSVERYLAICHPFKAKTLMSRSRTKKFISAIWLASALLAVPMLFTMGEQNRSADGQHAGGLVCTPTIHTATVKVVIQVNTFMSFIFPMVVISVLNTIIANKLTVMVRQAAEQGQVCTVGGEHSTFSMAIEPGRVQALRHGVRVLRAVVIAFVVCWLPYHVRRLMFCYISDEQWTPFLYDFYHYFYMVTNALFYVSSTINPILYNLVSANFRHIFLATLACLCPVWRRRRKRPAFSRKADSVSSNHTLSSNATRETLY
NTR1 agonist cell count 20 µM = further read-out of NTR1 agonist, marked with its call; cell count; measured here: cell count, cytotoxicity flag
Starred values were filed as active, the others as inactive; ? = inconclusive; . = not tested or not shown; [ ] = another dose, or the depositor's remark.

SMILES	AID2073	Large T inhibition	RSV antiviral HEp-2	MgcRacGAP inhibition	SIAH1 antagonists	Dengue-2 NS5 capping	West Nile antiviral	K1F lysis inhibition	NTR1 agonist	NTR1 agonist cell count 20 µM
Cc1ccc(C(=O)N/C(=C\c2ccco2)C(=O)N2CC(C)OC(C)C2)cc1C (stereo not drawn)	-2.9%	6.7%	1.2%	7.2%	-1.1%	-3.3%	-0.8%	0.7%[50 µM]	0.3	59
CC(=O)Oc1ccc(-c2cccc(C(=O)NCCCO)c2)cc1	-3.8%	17.2%	1.4%	20.1%	-0.2%	0.7%	0.6%	-0.2%	1.7	47
CC1(C)Oc2ccc(C(=O)NC3CCCC3)cc2N(CC(=O)N2CCOCC2)C1=O	9.4%	1.6%	0.0%	6.1%	-0.7%	-2.5%	0.5%	0.1%	0.0	68
O=C1CCCC(O)=C1C=Nc1cccc(C(F)(F)F)c1	-0.3%	2.5%	0.4%	11.5%	-1.1%	-5.5%	1.3%	1.1%	-0.1	42
COc1ccccc1C(=O)O/N=C(/c1ccncc1)c1ccc([N+](=O)[O-])cc1	14.8%	20.5%	0.4%	4.2%	-1.6%	-13.7%	-0.6%	-0.2%	-0.4	79
O=C(NCCNc1ccc([N+](=O)[O-])cc1)c1cccc2c(Br)cccc12	4.2%	18.3%	0.8%	12.8%	3.5%	-3.2%	-1.0%	1.7%[50 µM]	2.9	37
NC(=O)CCn1c(C(=O)c2cccc([N+](=O)[O-])c2)c2ccccc2[n+]1[O-]	4.5%	14.5%	0.6%	0.4%	-0.2%	-6.4%	-0.6%	-0.1%	-2.4	90
CCOC(Cn1c(SCc2cc(C(C)=O)ccc2OC)nc2ccccc2c1=O)OCC	11.3%	0.8%	-0.1%	3.0%	19.5%	1.3%	-0.3%	0.4%	0.1	68
O=C(Cn1cc(SCc2ccc(Cl)cc2)c2ccccc21)N1CCOCC1	-26.1%	6.5%	4.4%	5.7%	3.3%	-0.7%	-0.9%	-0.1%	4.2	43
C/C(=N\c1nc2ccccc2n1C)c1cc(Cl)ccc1O	-3.4%	1.8%	0.7%	11.2%	2.7%	-9.0%	0.3%	-0.4%	2.4	42
Cc1ccc(CSCCNS(=O)(=O)c2ccc([N+](=O)[O-])cc2)cc1	-5.3%	7.2%	8.3%	10.1%	5.6%	2.6%	-1.6%	2.0%[50 µM]	6.2	63
CC1(C)CC(=O)C2=C(C1)OC1=C(C(=O)CC(C)(C)C1)C2c1ccc(O)cc1O	27.2%	?	-3.6%	37.3%	2.5%	?	?	-0.1%	39.2	53
COc1ccc(-c2nc3ccccn3c2C=O)cc1	-0.7%	10.9%	6.0%	1.3%	3.1%	-1.3%	-0.2%	1.0%[50 µM]	-0.6	49
CC(C)(C)NS(=O)(=O)c1ccc(-c2csnn2)s1	-1.9%	-5.4%	1.0%	2.3%	0.9%	-2.4%	-0.1%	3.0%	-0.3	63
CCCNC(=O)/C(C#N)=C1\N=C(NC(=O)c2cccs2)c2ccccc21	4.7%	9.8%	-0.4%	9.3%	0.5%	1.4%	-0.1%	0.1%	2.5	69
Cc1ccc2c(c1)C(c1ccc(O)cc1)(c1ccc(O)cc1)C(=O)N2C	-0.3%	5.1%	-0.7%	1.8%	0.7%	-5.1%	0.6%	-0.3%	0.4	54
O=C(COC(=O)Cc1n[nH]c(=O)c2ccccc12)NNC(=O)c1ccc(Cl)cc1	.	.	2.3%	1.0%	.	1.8%	.	0.8%[50 µM]	-1.1	85
CCN(CC)c1ccc(NC(=O)CN2CCN(CC(=O)Nc3ccccc3F)CC2)cc1	-16.5%	27.4%	-0.2%	30.8%	0.4%	-6.9%	-0.5%	0.3%	-0.8	73
CCCCN(C(=O)Cn1ncc(Cl)c(Cl)c1=O)c1c(N)n(CC(C)C)c(=O)[nH]c1=O	63.3%	?	0.5%	29.9%	21.1%	-4.6%	-0.5%	0.0%	2.0	44
COc1cccc(C2CC(c3ccc(C)cc3)=NN2C(=O)c2ccccc2F)c1OC (stereo not drawn)	-1.3%	19.1%	15.7%	8.0%	-0.6%	3.9%	-0.9%	0.5%	5.1	99
O=C(Nc1ccc2c(c1)OCO2)c1ccncc1	-5.2%	-3.3%	0.4%	6.9%	-0.2%	0.0%	0.1%	?	-3.2	87
CCOc1ccc2nc(NC(=O)CSc3ccc(Cl)cc3)sc2c1	-9.0%	1.4%	4.5%	2.4%	0.1%	-7.3%	-0.4%	-0.2%	10.8	77
C=CC[C@@H]1Cc2c(Br)ccc(Br)c2[C@@H](CC=C)N1	2.6%	8.7%	2.0%	5.0%	-4.3%	-2.9%	-0.8%	9.1%	-0.2	62
Cc1cccc2sc(NS(C)(=O)=O)nc12	-12.9%	5.7%	7.7%	12.7%	0.8%	-2.9%	-0.5%	-1.2%	-2.0	106
COc1cc(C(=O)N/N=C(\C)Cn2nc([N+](=O)[O-])cc2C)ccc1O	4.4%	29.3µM*	0.7%	4.2%	6.7%	-7.4%	-0.1%	5.0%	0.6	56
Cc1ccc(/C=N/NC(=O)CNC(=O)Cc2ccccc2)o1	-1.9%	0.2%	0.6%	1.6%	5.4%	-1.5%	-0.1%	-3.4%	3.6	47
COc1cc(/C=C2/C(=O)N(c3ccc(Br)cc3)N=C2C)cc(OC)c1OC	12.5%	.	.	6.6%	-1.9%	6.2%	0.4%	0.3%	-0.2	96
CC(C)N1CCc2c(sc(NC(=O)c3nc4ccccc4s3)c2C(N)=O)C1	14.0%	0.4%	-0.3%	11.5%	5.0%	-49.7%	1.7%	0.1%	-1.4	35
C/C(=N\NC(=O)c1ccc(CSc2nncn2C)cc1)c1cccs1	7.6%	-2.1%	2.2%	1.6%	3.1%	5.5%	0.4%	0.2%	-0.2	72
C=CCSc1nnc(-c2ccc([N+](=O)[O-])cc2)o1	-12.0%	24.5%	0.8%	-0.3%	3.5%	-6.3%	-0.7%	-0.1%	0.6	89
N#Cc1cc(S(=O)(=O)c2ccc(Cl)cc2)c(N)[nH]c1=O	15.0%	5.9%	2.3%	-0.1%	-3.8%	-15.5%	0.4%	0.3%	-2.0	89
Clc1ccc(-c2nnc(-c3ccc(Br)cc3)c(N3CCSCC3)n2)cc1	-5.9%	4.7%	6.7%	7.1%	-3.0%	0.0%	1.9%	0.6%	5.4	85
COC(=O)c1cccc(NC(=O)c2onc3c2CCCC3)c1	-0.7%	24.0%	2.1%	1.3%	-1.1%	0.7%	-0.4%	-0.1%	0.4	67
O=C(Nc1ncc([N+](=O)[O-])s1)c1ccco1	4.4%	6.1%	2.5%	11.1%	6.2%	-10.3%	-0.6%	3.7%	0.2	48
O=C(Nc1cc(S(=O)(=O)N2CCOCC2)ccc1N1CCOCC1)c1ccc(Cl)nc1	9.8%	7.5%	3.4%	11.1%	2.9%	-3.9%	0.0%	0.1%	-0.1	54
Cc1[nH]n(-c2ccc(C(=O)O)cc2)c(=O)c1CCO	-6.5%	20.1%	.	.	4.8%	.	0.7%	.	.	.
CN(C)S(=O)(=O)N(CC(=O)Nc1cccc(F)c1)c1ccccc1	0.4%	22.3%	1.5%	5.5%	-1.8%	0.0%	-0.1%	4.8%	0.5	54
NC(=O)N/N=C/c1coc2ccc(O)cc2c1=O	9.1%	12.1%	-0.6%	15.2%	-9.0%	0.8%	-0.1%	-0.8%[50 µM]	0.8	65
COC(=O)Nc1cc(C)nc2ccccc12	-3.9%	-0.4%	-0.3%	3.6%	-4.4%	-11.7%	0.1%	0.3%	-0.2	45
CCC(OC(=O)c1ccco1)C(=O)NCc1ccco1 (stereo not drawn)	1.7%	-7.6%	1.0%	7.8%	-0.9%	-1.6%	-0.1%	0.5%	5.5	87
Cc1cc2c(c(=O)n1Cc1ccco1)C(c1cccnc1)C(C#N)=C(N)O2 (stereo not drawn)	19.0%	4.5%	0.2%	2.8%	-1.5%	1.9%	-0.4%	0.0%	2.1	62
CCCn1c(-c2cccs2)nc2c1c(=O)[nH]c(=O)n2Cc1ccccc1	3.0%	8.8%	1.7%	9.1%	6.8%	-0.8%	0.2%	0.4%	8.4	30
Cc1c(C(=O)NC(=S)Nc2cccnc2)cccc1[N+](=O)[O-]	2.3%	5.6%	1.7%	8.0%	-7.2%	1.6%	0.1%	-0.1%	2.3	54
O=c1[nH]ncc(N/N=C/c2ccccc2)c1Cl	7.1%	3.2%	-2.4%	4.6%	1.6%	0.0%	?	2.5%	-1.0	63
C=CCOc1cc(OC)c(OC)c(OC)c1	0.7%	1.2%	2.6%	6.7%	-0.5%	-1.5%	0.4%	-0.1%	-0.7	62
Cc1nc2c(C#N)cnn2c2c1CCNN2C	41.6%	9.0%	-0.1%	6.2%	-2.7%	-6.5%	-0.3%	0.1%	0.4	55
Cn1c(SCC(=O)c2cccs2)nnc1-c1ccco1	-1.3%	7.1%	-0.3%	6.5%	-5.2%	-8.6%	-0.4%	-1.1%	-0.3	60
Cc1ccc(NC(=O)CCNS(=O)(=O)c2ccc(Br)s2)cc1	-11.9%	7.4%	0.7%	1.3%	3.6%	-4.9%	-0.6%	0.1%	1.6	35
C/C(=N/OC(=O)c1ccc(C)cc1)c1cccs1	-5.5%	3.3%	0.6%	11.5%	-0.5%	-4.7%	1.2%	0.2%	0.9	38
COc1ccc(OC)c(Nc2ccc(Nc3cc(OC)ccc3OC)nn2)c1	-9.9%	15.0%	?	2.1%	-2.4%	-7.2%	2.3%	0.2%[50 µM]	4.6	80
Cc1nn(-c2cc(C)c3ccccc3n2)c2c1C1C(C2)C1(C)C (stereo not drawn)	20.7%	6.6%	7.0%	-0.4%	19.3%	-2.1%	-0.2%	4.1%	4.5	53
O=[N+]([O-])c1cc(C(F)(F)F)ccc1Cl	.	.	2.6%	8.0%	.	0.7%	.	-0.1%	0.9	43
CCOc1cccc(/C=N/Nc2ccc(S(=O)(=O)N(CC)CC)cn2)c1O	6.1%	-9.6%	-1.4%	2.2%	-8.3%	-5.1%	-1.3%	-3.6%	6.2	44
